From PubChem
Tau ThT inhib – blocks human tau fibril formation measured by thioflavin T. P10636. AID 1460. Potency, µM (titrated, usually from 57.4 µM), for inactives: at the highest dose activity, negative = inhibition, most hits filed as inhibitors. recombinant tau K18 P301L (four-repeat tau fragment), heparin-induced fibrillization, ThT fluorescence. 2.1% of 270,000 active; note: % is set by controls: 0 for no effect and ±100 for the full control effect; nearly all actives have a fitted effect of over 55% in size
Target sequence (P10636 561-689 P618L limits assumed): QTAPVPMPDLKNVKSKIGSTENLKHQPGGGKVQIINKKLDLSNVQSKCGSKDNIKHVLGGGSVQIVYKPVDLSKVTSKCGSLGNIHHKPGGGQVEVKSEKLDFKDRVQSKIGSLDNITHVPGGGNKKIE
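Aggregation was driven by heparin (20 uM final) acting on recombinant tau […] bearing P301L in 100 mM sodium acetate pH 7; fibrils were detected with Thioflavin T.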
SMN2 splice enh – increases expression of the SMN2 splice variant; HEK293 SMN2-luciferase splicing reporter, luminescence, 30-36 h; Potency, µM (series often up to 46.1 µM), for the others: at the highest dose activity change, positive = activation, most hits filed as activators; 2.8% of 210,000 active; note: % of control where 0% means no effect; nearly all actives have a fitted effect of over 55% in size
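qHTS luciferase splicing reporter: luminescence rises when SMN2 exon 7 is included in transfected HEK293 cells. Compound exposure lasted 30-36 h at 37C, with 4.5 mM final sodium butyrate as control, followed by a ONE-Glo read.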
RECQ1 helicase – inhibitors of human RECQ1 DNA helicase; RECQ1 DNA unwinding, red fluorescence kinetic read; Potency, µM (highest dose often 57.3 µM), inactives show at the top dose activity, negative = inhibition, hits mostly inhibitors; 0.54% of 240,000 active; AID 2549;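 note: plate controls were vehicle for no effect and no enzyme for full effect; nearly all actives have a fitted effect of over 30% in size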
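50 nM RECQ1T1 preincubated 15 min with compound in Tris pH 8.0 buffer with MgCl2, DTT, Tween-20 and 2.5 ug/ml poly(dI-dC); started with 200 nM TAMRA/BHQ-2 forked duplex and 2 mM ATP. Unwinding read as fluorescence (525/598 nm), two reads 2 h apart.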
LMNA splice mod – LMNA splicing modulation. HeLa LMNA splicing GFP/RFP minigene ratio, 48 h. Potency, µM (highest dose often 46.1 µM), for inactives: top-dose ratio change, negative = inhibition, usual class: inhibitors. 0.01% of 200,000 active. AID 1487; active = well fitted inhibition curve with a large enough effect in the signal ratio, with a control signal flat, not every such curve was filed as active; inconclusive = small, poorly fitted or top-dose-only effect, or effect the other way, or a change in a side signal; the % refers to the signal ratio; note: % is set by controls: 0 for no effect and ±100 for the full control effect
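S3 HeLa stable clones carrying a lamin A-EGFP splicing minigene plus DsRed2 were seeded at 600 cells/well in Opti-MEM with 2% FBS, pin-dosed and incubated 48 h at 37°C. Acumen cytometry (488 nm) gave the GFP/RFP total-intensity ratio.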
L3MBTL1 inh – inhibitors of human L3MBTL1; Q9Y468; AlphaScreen L3MBTL1–H3K9me1 peptide binding; Potency, µM (series often up to 57.1 µM), without a hit: at the highest dose activity, negative = inhibition, most hits filed as inhibitors; 0.66% of 230,000 active; AID 485360; note: % is set by controls: 0 for no effect and ±100 for the full control effect; nearly all actives have a fitted effect of over 60% in size
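L3MBTL1 (50 nM) pre-complexed 30 min with biotinylated H3(1-15)K9me1 peptide (75 nM), then compounds added for 30 min at room temperature; AlphaScreen streptavidin donor/nickel chelate acceptor beads (10 ug/mL final) read after 30 min dark incubation.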
ALDH1A1 inh – inhibitors of human aldehyde dehydrogenase 1A1. P00352. Purified ALDH1A1, NADH fluorescence, propionaldehyde substrate. Potency, µM (top dose mostly 75.3 µM), for inactives: top-dose activity, negative = inhibition, usual class: inhibitors. 7.3% of 220,000 active; active = well fitted inhibition curve with a large enough effect, not every such curve was filed as active; inconclusive = small, poorly fitted or top-dose-only effect, or another doubt; inactive = no such curve, though single readings can be large or run the other way;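 note: plate controls were no enzyme wells and a reference inhibitor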
Target sequence (P00352 whole entry, looked up): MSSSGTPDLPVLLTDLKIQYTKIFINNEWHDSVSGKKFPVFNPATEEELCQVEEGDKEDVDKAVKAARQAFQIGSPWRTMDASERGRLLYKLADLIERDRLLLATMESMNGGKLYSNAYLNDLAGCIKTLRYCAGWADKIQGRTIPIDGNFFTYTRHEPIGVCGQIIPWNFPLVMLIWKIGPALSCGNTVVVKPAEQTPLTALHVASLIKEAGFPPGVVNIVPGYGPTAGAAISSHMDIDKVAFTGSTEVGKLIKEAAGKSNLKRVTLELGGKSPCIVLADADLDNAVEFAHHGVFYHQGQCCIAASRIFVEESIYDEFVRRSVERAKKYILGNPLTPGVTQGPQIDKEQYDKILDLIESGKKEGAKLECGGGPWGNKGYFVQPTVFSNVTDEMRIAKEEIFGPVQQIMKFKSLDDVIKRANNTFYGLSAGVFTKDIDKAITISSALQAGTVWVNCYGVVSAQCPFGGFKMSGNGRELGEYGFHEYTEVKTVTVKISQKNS
JMJD2E inh – blocks human JMJD2E demethylase activity; B2RXH2; JMJD2E catalytic domain, FDH-coupled NADH fluorescence (FDH is formaldehyde dehydrogenase); Potency, µM (titrated, usually from 57.1 µM), for the others: at the top dose activity change, negative = inhibition, hits mostly inhibitors; 1.6% of 230,000 active; AID 2147; active = well fitted inhibition curve with a large enough effect, not every such curve was filed as active; inconclusive = small, poorly fitted or top-dose-only effect, or another doubt; inactive = no such curve, though single readings can be large or run the other way;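 note: 0% = wells with enzyme and -100% = buffer wells without enzyme; nearly all actives have a fitted effect of over 50% in size; many of its hits are not listed in these tables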
Target sequence (B2RXH2 1-337 limits assumed): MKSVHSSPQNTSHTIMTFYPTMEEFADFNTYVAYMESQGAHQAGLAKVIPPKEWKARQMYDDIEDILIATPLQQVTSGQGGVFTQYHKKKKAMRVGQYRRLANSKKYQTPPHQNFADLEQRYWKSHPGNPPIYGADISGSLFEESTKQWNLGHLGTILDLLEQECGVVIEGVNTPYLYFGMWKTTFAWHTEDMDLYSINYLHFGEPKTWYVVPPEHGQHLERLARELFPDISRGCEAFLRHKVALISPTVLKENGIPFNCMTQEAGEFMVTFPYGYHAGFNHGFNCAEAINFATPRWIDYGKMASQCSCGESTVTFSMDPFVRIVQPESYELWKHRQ
KinaseGlo FLuc – blocks Kinase-Glo luciferase, a counter-screen artifact; 0.28% of 200,000 active; Q27757; Kinase-Glo luciferase, ATP luminescence, 8 min; AID 1379; Potency, µM (doses to about 38.3 µM), for the others: top-dose activity change, negative = inhibition, hits mostly inhibitors; note: % is set by controls: 0 for no effect and ±100 for the full control effect; nearly all actives have a fitted effect of over 60% in size
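Compound is pinned into ATP-containing buffer (10 uM ATP, imidazole pH 7.2, 7 mM MgCl2). Kinase-Glo luciferase reagent is then added. Light output is recorded following an 8-min room-temperature incubation.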
An asterisk follows results filed as active; i = inactive; ? = inconclusive; . = no result given; & = joins results of further samples; [ ] = dose if it differs, or a comment. Unless noted, calls come from the whole dose curve; as a rule, active = well fitted curve in the direction sought with a large enough effect; inconclusive = small, poorly fitted or top-dose-only effect, or another doubt; inactive = no such curve, though single readings can be large; an effect the other way counts as inactive or inconclusive. Potency is the fitted concentration of half-maximal effect.

Under each structure: Tau ThT inhib | SMN2 splice enh | RECQ1 helicase | LMNA splice mod | L3MBTL1 inh | ALDH1A1 inh | JMJD2E inh | KinaseGlo FLuc
Cc1ccc(C2=NN(C(=O)c3ccco3)C(O)(C(F)(F)F)C2)cc1 (stereo unspecified)
→ -16% | . | 1% | 5%[46 µM] | -2% | -9% | 7% | -2%
COCCC(=O)N1CCCC(C(=O)c2ccc(Oc3ccccc3)cc2)C1 (stereo unspecified)
→ -9% | . | -7% | . | 10% | ? | 2% | 0%
Cc1c(NS(=O)(=O)c2ccc(C(=O)NCc3ccccc3)cc2)c(=O)n(-c2ccccc2)n1C
→ -4% | 6% | -15% | -3%[46 µM] | 1% | -4% | 2% | 1%
COc1ccc(-c2nnc3c4ccccc4c(C)nn23)cc1S(=O)(=O)N1CCN(CCO)CC1
→ -15% | 0% | 14% | -28% | -3% | 2% | ? | 0%
CN1C(=O)C2C(c3ccc(N(C)C)cc3)NN(Cc3ccccc3)C2C1=O (stereo unspecified)
→ ? | 3% | i | . | -13%[11.4 µM] | ? | -13% | 0%
CCOC(=O)COc1ccc(S(=O)(=O)Nc2ccc3c(c2)OCCO3)cc1
→ -7% | 14% | i | -7% | -5% | -2% | 0% | 3%
COc1cccc(NC(=O)CSc2nc3ccccc3n2C)c1
→ -16%&-2% | -9%&-16% | i | -3%[46 µM] | 2% | 6% | -12% | 0%
COC(=O)c1ccccc1NC(=O)c1cc(-c2cccs2)on1
→ -2% | 7% | i | 17% | 5% | 14% | ? | -1%
O=C(CN1CCN(c2ccccc2)CC1)Nc1ccc2c(c1)CCC2
→ -12% | ? | i | -1% | -11% | 0% | 7% | 1%
O=C(CSc1ncn[nH]1)NCCC(c1ccccc1)c1ccccc1
→ 1% | -2% | i | 16% | 12% | 6% | 5% | 7%
COc1cc(/C=C/C(=O)c2c(O)cc(C)oc2=O)cc(OC)c1O
→ 28µM* | -30%[inhibitor] | ? | -6% | . | -3% | ? | -13%
O=C(CSc1ccc2nnc(-c3cccc(F)c3)n2n1)NCc1ccco1
→ -4% | 3% | -10% | 6% | -2% | 8% | 2% | -2%
CCOC(=O)C1=C(C)NC(=O)NC1/C=C/c1ccccc1 (stereo unspecified)
→ 1% | 6% | 0% | -3% | . | 10% | 5% | 0%
O=C(/C=C/c1ccc([N+](=O)[O-])cc1)NCC1CCCO1 (stereo unspecified)
→ -3% | 22% | i | 7%[0.0737 µM] | 3% | -14% | -1% | 1%
CCN(CC)S(=O)(=O)c1ccc(C)c(NC(=O)Cn2cnc3cc([N+](=O)[O-])ccc3c2=O)c1
→ 0% | -4% | i | . | -3% | -15% | -10% | 2%
CC(C)(CNS(=O)(=O)c1ccc(F)cc1)CNS(=O)(=O)c1ccc(F)cc1
→ 1% | -1% | -2% | -6% | -3%[11.4 µM] | ? | 0% | 2%
CCOC(=O)c1c(C)[nH]c(C(=O)OCCOc2ccc(Cl)cc2)c1C
→ ? | 15% | -4% | -3% | -7% | 6% | -5% | 0%
O=C1NN(c2ccc(Cl)c(Cl)c2)C(=O)/C1=C/c1cccc(OC(=O)c2cccs2)c1
→ 16µM* | 14% | ? | 1% | . | ? | 4% | -5%
COc1ccc(OC)c(Nc2nc(-c3sc(NC(=O)CC(C)C)nc3C)cs2)c1
→ ? | -37%[inhibitor] | -10% | 0% | -10% | ? | ? | -1%
Cc1cc(C(C)(C)C)cc(S(=O)(=O)Nc2ccc(C(=O)O)cc2)c1C
→ -3% | -3% | i | . | -6% | ? | -6% | -3%
CC(C)(C)S(=O)(=O)c1ccc2nc3c(n2c1)CCCC3
→ -8% | -13% | i | -1% | 6% | ? | ? | -3%
CC(C)c1ccccc1NC(=O)COC(=O)CCN1C(=O)/C(=C\C=C\c2ccccc2)SC1=S
→ ? | -41%[inhibitor] | -9% | ? | -11% | ? | -3% | 0%
CCOc1ccccc1C(=O)Nc1ccc(-n2nncc2C(C)(C)C)cc1
→ -6% | -27% | -4% | . | -20% | 14% | -14% | 1%
COC(=O)CSc1nc(C)c(C(=O)Nc2ccccc2C)c(-c2ccc(Cl)cc2)c1C#N
→ -4% | -8% | 9% | -1% | 4% | -14% | -12% | 0%
N#Cc1nc(COc2ccc(Cl)cc2)oc1N1CCN(Cc2ccccc2)CC1
→ -16% | -20% | -9% | ? | -24% | 2% | -7% | 1%
COc1ccccc1-c1n[nH]c2c1[C@H](C)CC[C@H]2C(C)C
→ -9% | -5% | i | -4% | -2% | -13% | -21% | -2%
O=C(c1ccc2c(c1)OCO2)[C@@H]1[C@@H]2C(=O)N(C3CCCCC3)C(=O)[C@@H]2C2c3ccccc3C=CN21 (stereo partly specified)
→ 28µM* | -8% | -9% | ? | -11% | 3.5µM* | ? | -2%
CCOC(=O)C1=NOC(Cn2cc(C#N)c(=O)n(C)c2=O)C1 (stereo unspecified)
→ 6% | -3% | 1% | 8%[46 µM] | -18% | -2% | 1% | -1%
CCOC(=O)C1(CC2CC2)CCN(C(=O)c2cc(C3CC3)nc3ccccc23)CC1
→ -7% | . | i | . | 35%[activator] | 0% | -1% | .
Cc1cccc(C)c1NC(=O)CSc1nnc(Cc2ccccc2)o1
→ 3% | 7% | 2% | -11% | -14% | 3% | 2% | 2%
CCNC(=O)CC1SC(=Nc2cccc(Cl)c2C)N(C)C1=O (stereo unspecified)
→ -15% | -13% | i | ? | 28% | 3% | 7% | -3%
Cc1ccccc1/C=C/c1nc2ccccc2c(=O)n1CCc1ccccc1
→ -11% | -20% | -6% | ? | 1% | -6% | ? | -1%
CCN(C(=O)c1cc2c(=O)[nH]c3ccc(C)cc3c2s1)c1cccc(C)c1
→ -18% | . | -37% | . | -2% | . | -10% | .
CCc1cccc(NC(=O)c2ccc(NS(=O)(=O)c3c(C)noc3C)cc2)c1
→ -10% | ? | -5% | ? | 0% | -7% | 0% | -5%
CC(=O)Nc1ccc(OCC(=O)N(CC(C)C)C2CCS(=O)(=O)C2)cc1 (stereo unspecified)
→ -6% | 12% | 4% | 0%[46 µM] | 7% | 6% | -13% | -1%
C=CCNC(=O)CCCCCNS(=O)(=O)c1ccc(OC)cc1
→ -2% | -8% | 2% | 1% | 6% | -1% | 4% | -9%
S=C(NCc1ccncc1)Nc1cccc(Cl)c1
→ 7% | -16% | i | -21% | -7% | -2% | 6% | -1%
C/C(=N\Nc1nc(C)c(C)s1)c1ccc([N+](=O)[O-])cc1
→ 14µM* | -58%[inhibitor] | 2% | ? | -18% | 13µM* | 1% | -1%
COCCCn1c2nc3ccccc3nc2c2c(=O)n(Cc3cccs3)cnc21
→ 1% | -10% | -6% | 9% | 0% | 5% | 7% | -3%
Cc1cc(C)c2c(=O)cc(C(F)(F)F)oc2n1
→ -1% | 0% | i | ? | 4%[11.4 µM] | -1% | 9% | -2%
CCC1(C)Cc2c(C#N)c(N)n(N)c(=S)c2CO1 (stereo unspecified)
→ -3% | 4% | -1% | -1% | 0% | -7% | 6% | 0%
CCOC(=O)CNC(=O)/C(=C\c1ccc(F)cc1)NC(=O)c1ccccc1
→ -8% | 14% | i | 0%[46 µM] | 8% | 16% | -3% | 0%
CCOC(=O)c1cc(NC(=O)N2CCCc3ccccc32)c(C)nc1C
→ -13% | -9% | -6% | 5% | -3% | 5% | ? | -2%
Cc1cccc(C(=O)Nc2cccc(C(=O)N/N=C/c3ccncc3)c2)c1
→ -8% | ? | -6% | ? | -1% | ? | 1% | -2%
Cc1ccc(NC(=S)NCc2cccnc2)cc1
→ 3% | 3% | -4% | 4%[0.0737 µM] | 11% | 5% | -3% | 4%
O=C(N[C@@H](Cc1ccccc1)C(=O)OCc1ccccc1)c1nc[nH]c1C(=O)NCc1ccccc1
→ -4% | . | -22% | . | -18% | -11% | 5% | .
CCOC(=O)c1c([N+](=O)[O-])c(C)[nH]c(=O)c1C#N
→ -12% | . | 2% | . | -51% | 12% | 0% | .
CC(C)Oc1c(Cl)cc(CNC(C)(C)CO)cc1Cl
→ 5% | 10% | -4% | -3% | . | 1% | 3% | 1%
c1ccc(C2=Nc3ccccc3OC2)cc1
→ ? | 13% | -10% | ? | . | ? | ? | -29%
Cc1ccc(S(=O)(=O)Nc2cc(=O)[nH]c(SCc3ccc(Cl)cc3)n2)cc1
→ -5% | -1% | -6% | ? | 9% | ? | ? | -2%
O=C(NC1CCCCCC1)C1CCN(C(=O)Cc2ccccc2)CC1
→ -5% | . | i | -4% | . | 5% | 9% | 1%
COc1ccc(-c2csc(N(CC3CCCO3)C(=O)c3cccs3)n2)cc1 (stereo unspecified)
→ ? | -17% | -15% | -18% | 2% | ? | -23% | 4%
Cc1nn(C)c(C)c1S(=O)(=O)N1CCCC(C(=O)NCC2COc3ccccc3O2)C1 (stereo unspecified)
→ -7% | -16% | -7% | 2% | . | -9% | -14% | -2%
Cc1ccc(NS(=O)(=O)c2ccc(OCC(=O)NCc3cccnc3)cc2)cc1
→ 1% | -17% | 8% | -3% | -5% | 5% | -2% | -1%
Cc1ccccc1NC(=O)c1cc2c(C)nc3ccccc3c2o1
→ -13% | -14% | 1% | . | . | i | ? | 12%
CC(C)Oc1ccc(CC(=O)NNC(=S)Nc2ccc(Br)cc2)cc1
→ -10% | -18% | -10% | ? | 0% | 10µM* | -1% | 2%
Cn1ccc(NC(=O)Nc2cccc([N+](=O)[O-])c2)n1
→ -8% | ? | i | ? | 4% | ? | -1% | -3%
Cc1ccc(S(=O)(=O)Nc2ccc3nc(C)sc3c2)cc1
→ -10% | -52%[inhibitor] | -1% | ? | 1% | -2% | -3% | -4%
COc1cccc(CC2(CO)CCN(S(=O)(=O)N(C)C)CC2)c1
→ -3% | . | 5% | . | 15% | -11% | -3% | 3%
COc1ccc(NC(=O)c2cc(C)n(Cc3cccs3)c2C)cc1
→ ? | . | -5% | . | ? | ? | 4% | .
Cc1ccc(CNC(=O)c2ccc3nc4[nH]c5ccccc5c4nc3c2)cc1
→ ? | -23% | -6% | -8% | 3% | 13% | 5% | 6%

Only part of the results is shown (hit frequency here may not be typical).
